# From PubChem BioAssay
# NOD2-RIPK2 inh: NOD2-RIPK2 binding disruptors in cells, primary screen, fluorescence, CHO cells, BLA complementation; Receptor-interacting serine/threonine-protein kinase 2 (Homo sapiens), O43353; CCF4 ratio; inhibition, % at 4.98 µM; actives 0.38% (n = 360,000); AID 624267, 2012; in the data active means inhibition above about 21%;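 further: 0% = vehicle only and 100% = reference blocker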
# NCOA2 inhibitor: inhibition of GAL4-SRC2 driven luciferase reporter, primary screen, SRC2 inhibitor project, cell-based, luminescence; Nuclear receptor coactivator 2 (Homo sapiens), Q15596; HEK293 GAL4-SRC2 luciferase reporter; inhibition, % at 9 µM; actives 0.17% (n = 370,000);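 active means inhibition above the mean inhibition of all tested compounds plus 3 SD, set per campaign, cut at about 52% in these data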;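 further: 0% = DMSO treated cells and 100% = cells given Gossypol at 36 µM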
# TWEAK Fn14 block: inhibitors of TWEAK-Fn14 signaling, primary screen, luciferase reporter cells, uHTS | actives 2% (n = 360,000) | inhibition, % at 10 µM | TWEAK-stimulated Fn14 reporter cells, luciferase luminescence, 8 h; in the data active means inhibition above about 50%
# LMP1 NFkB inh: EBV LMP1-driven NF-kappaB luciferase reporter inhibitors, primary screen, cell-based, luminescence, single point; actives 0.69% (n = 350,000); LMP1-induced NF-kappaB luciferase reporter cells; inhibition, % at 12.5 µM; AID 504558, 2011; in the data active means inhibition above about 41%;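 further: 0% = neutral control wells and 100% = reference inhibitor control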
# NR5A2 inv ag: LRH-1 (NR5A2) inverse agonists, primary screen, cell-based, luminescence, HEK293T, StAR-luciferase reporter; Nuclear receptor subfamily 5 group A member 2 (Homo sapiens), O00482; LRH-1 transfected, 24 h; inhibition, % at 3.6 µM; actives 0.13% (n = 360,000);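 active means inhibition above the mean inhibition of all tested compounds plus 3 SD, cut at about 73% in these data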;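 further: 0% = DMSO wells and 100% = reporter-only cells lacking LRH-1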
# NR2F2 inh: NR2F2 transcriptional activity inhibitors, primary screen, cell-based, luciferase reporter, HEK293T, luminescence; COUP transcription factor 2 (Homo sapiens), P24468; actives 0.7% (n = 370,000); inhibition, % at 8.6 µM; HEK293T NGFI-A luciferase reporter;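 active means inhibition above a per-plate cutoff, mean inhibition of test wells between control levels plus 3 SD, cut at about 38% in these data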;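 further: cells cotransfected with COUP-TFII expression vector driving the NGFI-A reporter; 0% = median of COUP-TF2 test wells and 100% = reporter-only cells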
# NCOA3 inh: SRC3 coactivator transcriptional activity inhibitors, primary screen, cell-based, luminescence | Nuclear receptor coactivator 3 (Homo sapiens), Q9Y6Q9 | actives 0.17% (n = 360,000) | AID 588352, 2011 | inhibition, % at 3.6 µM | HEK293 GAL4-SRC3 luciferase reporter;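 active means inhibition above a per-campaign cutoff, the mean of all compounds plus 3 SD, cut at about 60% in these data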;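 further: 0% = DMSO-treated cells and 100% = gossypol-treated cells at 36 µM; higher means less SRC3-driven luciferase light from the GAL4 reporter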
# TRAIL sens C8: viability loss with TRAIL in NB7+C8 cells, primary screen, TRAIL sensitizer project, cell-based, ATPlite luminescence | inhibition (viability loss, TRAIL sensitization), % at 10 µM | actives 1% (n = 360,000) | AID 624354, 2012;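 active means compounds causing at least 50% loss of cell viability in the single-dose screen, relative to plate controls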
# TLR9-MyD88 inh: inhibitors of TLR9-MyD88 association in cells, primary screen, cell-based, CHO, BLA complementation, fluorescence; CCF4 FRET ratio; actives 0.21% (n = 340,000); inhibition, % at 4.98 µM; Toll-like receptor 9 (Homo sapiens) + Myeloid differentiation primary response protein …;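 active means inhibition above the mean over all tested compounds plus 3 SD, cut at about 21% in these data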;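 further: 0% = DMSO only wells and 100% = clavulanate BLA inhibitor control wells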
# TROY NFkB inh: inhibitors of TROY-driven NF-kB signaling, primary screen, Q293 LMP1-TROYcd cells, NF-kB luciferase, uHTS | Q293 LMP1-TROYcd NF-kB luciferase reporter, 4 h | inhibition, % at 10 µM | actives 0.98% (n = 360,000);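 active means compounds whose plate-normalised and pattern-corrected inhibition of the luciferase reporter signal at the single screening dose is 50% or more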
# SRC1 inh: SRC1 coactivator transcriptional activity inhibitors, primary screen, cell-based, luminescence; Nuclear receptor coactivator 1 (Homo sapiens), Q15788; inhibition, % at 3.6 µM; HEK293 GAL4-SRC1 luciferase reporter; actives 0.12% (n = 360,000);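 active means inhibition above the campaign mean plus 3 SD, with each screening campaign given its own cutoff, cut at about 60% in these data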;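 further: 0% = DMSO treated cells and 100% = gossypol at 36 µM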
# * marks the source's active call; other numbers are inactive results; . = no result given.
SMILES,NOD2-RIPK2 inh,NCOA2 inhibitor,TWEAK Fn14 block,LMP1 NFkB inh,NR5A2 inv ag,NR2F2 inh,NCOA3 inh,TRAIL sens C8,TLR9-MyD88 inh,TROY NFkB inh,SRC1 inh
O=C(c1ccc(Br)s1)N1CCN(c2ncccn2)CC1,-2,-25,-4,5,-12,5,5,-14,2,-4,-2
CCOC(=O)C1CCN(C(=O)Nc2ccc(Cl)cc2)CC1,-12,-29,-16,-2,-30,-7,12,27,-5,-16,1
CC(CCC(=O)O)C1CCC2C3CCC4CC(O)CCC4(C)C3CC(O)C12C (configuration not stated),-2,5,10,.,-20,-4,7,-19,.,-9,-2
Nc1nonc1-n1nnc(C(=O)N/N=C/C2CC=CCC2)c1CSc1ccccc1 (configuration not stated),4,-29,2,6,5,4,13,-16,-1,-9,8
O=C(CN1CCCCCC1)Nc1ccccc1Oc1ccccc1,-3,18,-4,-13,11,10,20,13,-4,-26,6
CCOC(=O)C1CCN(C(=S)NC(=O)c2cccs2)CC1,-7,-2,-13,1,-7,-7,-4,-11,8,-3,-2
O=C(COC(=O)/C=C/c1ccccc1F)Nc1nnc(-c2ccccc2)o1,5,14,-10,9,-2,-16,-9,17,3,-13,-22
Cn1c(Cn2nnc3ccccc32)nnc1SCC(=O)N1c2ccccc2CCc2ccccc21,5,5,-13,1,14,13,0,9,9,0,12
O=C(NCc1ccccn1)C1CCCCC1,1,16,15,-4,7,7,1,1,18,15,-5
Cn1c(=O)c(C(=O)CCl)c(N)n(Cc2ccccc2)c1=O,-1,2,8,-51,-2,3,2,28,3,-6,-1
CN(C(=O)COc1ccccc1)c1nc(-c2ccc(F)cc2)cs1,-3,10,3,4,9,7,5,-3,-3,-21,-23
C/C(=N/OC(=O)c1ccc(Cl)cc1Cl)c1oc(C)nc1C,-2,-6,-21,-4,-5,18,17,1,-8,-30,-20
Cc1cc(C)c(C#N)c(SCC(=O)OC2CCCCC2)n1,-4,11,-3,3,-23,-5,10,22,9,-19,11
O=C(Nc1ccccc1)N(O)c1ccc(Cl)cc1,2,-17,-50,-43,-21,-27,-44,7,0,-68,-29
COc1ccc(Cc2nnc(NS(C)(=O)=O)s2)cc1,1,.,7,-5,1,.,5,11,-1,1,1
Cc1cccc2sc(NC(=O)[C@H](C)N3C(=O)C4CC=CCC4C3=O)nc12 (some centres not stated),0,-9,-3,2,11,4,6,-3,5,-18,8
C/C(CC(=O)NC1CCCCC1)=N\NC(=O)COc1ccc(C)cc1Br,-4,13,-9,-15,2,-22,13,-1,1,15,4
CN1CCC(N(C)C(=O)CCc2nc3ccccc3n2-c2ccccc2)CC1,0,-10,1,-6,3,0,18,0,2,6,-15
CCCN1CCC(NC(=O)Nc2cc(Cl)ccc2OC)CC1,-1,11,-1,3,-10,2,1,4,1,-2,6
C=CCn1c(CNC(=O)c2ccco2)nnc1SCC(=O)Nc1cccc(F)c1,-3,-9,1,6,-2,-15,3,1,2,1,-3
COc1ccc(C2c3sc(=O)[nH]c3SCC2C(N)=O)cc1 (configuration not stated),4,-10,17,-4,-4,11,5,0,-3,7,-14
O=C(COc1ccccc1)Nc1nc2ccccc2[nH]1,-5,-36,-2,-16,-75,-36,-62,13,4,-70,-61
COc1cccc(N(C(=O)CNC(=O)c2ccco2)C(C(=O)NC2CCCC2)c2ccncc2)c1 (configuration not stated),-4,-25,-1,3,6,11,22,-12,-1,6,4
Cc1noc(C)c1S(=O)(=O)Nc1ccccc1Oc1ccccc1,-5,0,13,-6,8,5,16,-14,11,-8,3

# Reprinted at random: five entries already listed.
SMILES,NOD2-RIPK2 inh,NCOA2 inhibitor,TWEAK Fn14 block,LMP1 NFkB inh,NR5A2 inv ag,NR2F2 inh,NCOA3 inh,TRAIL sens C8,TLR9-MyD88 inh,TROY NFkB inh,SRC1 inh
CCCN1CCC(NC(=O)Nc2cc(Cl)ccc2OC)CC1,-1,11,-1,3,-10,2,1,4,1,-2,6
O=C(Nc1ccccc1)N(O)c1ccc(Cl)cc1,2,-17,-50,-43,-21,-27,-44,7,0,-68,-29
COc1ccc(C2c3sc(=O)[nH]c3SCC2C(N)=O)cc1 (configuration not stated),4,-10,17,-4,-4,11,5,0,-3,7,-14
Cc1noc(C)c1S(=O)(=O)Nc1ccccc1Oc1ccccc1,-5,0,13,-6,8,5,16,-14,11,-8,3
Cc1cc(C)c(C#N)c(SCC(=O)OC2CCCCC2)n1,-4,11,-3,3,-23,-5,10,22,9,-19,11

# Continued:
SMILES,NOD2-RIPK2 inh,NCOA2 inhibitor,TWEAK Fn14 block,LMP1 NFkB inh,NR5A2 inv ag,NR2F2 inh,NCOA3 inh,TRAIL sens C8,TLR9-MyD88 inh,TROY NFkB inh,SRC1 inh
C=CCNC(=O)c1ccccc1CCc1ccccc1,2,10,1,1,6,16,-9,0,5,8,5
Cc1ccc(NC(=O)C2(C)CCN2C(=O)c2ccccc2CCc2ccccc2)cc1C (configuration not stated),0,12,10,.,11,13,-10,14,.,5,5
CCC(=O)N1CCc2cc(S(=O)(=O)NC(Cc3ccccc3)C(=O)NC3CCCCC3C)ccc21 (configuration not stated),-11,0,-16,4,29,-3,11,-15,-8,-4,1
COCCn1c(SCC(=O)Nc2cccc(NC(C)=O)c2)nc2c([nH]c3ccccc32)c1=O,-1,-16,1,1,10,11,6,1,-1,10,28
O=C(CCNC(=O)c1ccccc1Cl)NCCCSc1ccccc1,1,21,-1,1,-21,7,0,-1,-3,-17,12
O=S(=O)(Nc1ccccc1N1CCCCC1)c1ccc(Cl)s1,-5,1,8,-10,-3,4,9,-9,2,5,6
COc1ccc(C2c3ccc4ccccc4c3Oc3ncn(CCN4CCOCC4)c(=N)c32)cc1OC (configuration not stated),-8,-22,-2,5,3,-15,0,4,-9,19,-51
COc1ccc(OC)c(NC(=O)CN(c2ccc(C)cc2)S(=O)(=O)c2c(C)noc2C)c1,-3,12,28,1,5,9,22,13,-4,-16,19
CCc1c(C(=O)NCc2ccc3c(c2)OCO3)[nH]c(C)c1C(C)=O,-3,-8,-13,1,-6,-9,-7,-10,1,-7,-3
COc1ccc(C(CNC(=O)Cc2ccccc2F)N2CCCCC2)cc1 (configuration not stated),3,-7,11,-5,-15,-9,12,12,5,12,-3
O=C(N1CCOCC1)N1CCN(c2ccccc2)CC1,-3,-29,3,8,5,1,3,18,-13,7,-1
C#CCN(CC=C)C(=O)c1ccc2nc(C3CCCCC3)oc2c1,5,-29,-17,-12,-1,19,-33,-2,-10,1,-41

# One compound at a time, from the list above:
# Shown for `C/C(CC(=O)NC1CCCCC1)=N\NC(=O)COc1ccc(C)cc1Br` → NOD2-RIPK2 inh = -4; NCOA2 inhibitor = 13; TWEAK Fn14 block = -9; LMP1 NFkB inh = -15; NR5A2 inv ag = 2; NR2F2 inh = -22; NCOA3 inh = 13; TRAIL sens C8 = -1; TLR9-MyD88 inh = 1; TROY NFkB inh = 15; SRC1 inh = 4
# Shown for `Nc1nonc1-n1nnc(C(=O)N/N=C/C2CC=CCC2)c1CSc1ccccc1` (configuration not stated) → NOD2-RIPK2 inh = 4; NCOA2 inhibitor = -29; TWEAK Fn14 block = 2; LMP1 NFkB inh = 6; NR5A2 inv ag = 5; NR2F2 inh = 4; NCOA3 inh = 13; TRAIL sens C8 = -16; TLR9-MyD88 inh = -1; TROY NFkB inh = -9; SRC1 inh = 8
# Shown for `COc1ccc(OC)c(NC(=O)CN(c2ccc(C)cc2)S(=O)(=O)c2c(C)noc2C)c1` → NOD2-RIPK2 inh = -3; NCOA2 inhibitor = 12; TWEAK Fn14 block = 28; LMP1 NFkB inh = 1; NR5A2 inv ag = 5; NR2F2 inh = 9; NCOA3 inh = 22; TRAIL sens C8 = 13; TLR9-MyD88 inh = -4; TROY NFkB inh = -16; SRC1 inh = 19

# Other structures follow:
SMILES,NOD2-RIPK2 inh,NCOA2 inhibitor,TWEAK Fn14 block,LMP1 NFkB inh,NR5A2 inv ag,NR2F2 inh,NCOA3 inh,TRAIL sens C8,TLR9-MyD88 inh,TROY NFkB inh,SRC1 inh
CC(=O)c1cccc(CN2CCC(n3nccc3NC(=O)CCOc3ccccc3)CC2)c1,2,-13,-29,1,9,12,1,13,-7,16,-28
Fc1ccc(-c2csc(-c3ccccn3)n2)cc1F,-2,-86,-27,-31,-33,-2,-26,2,-4,-49,-24
O=c1oc2c(CN3CCCCC3)c(O)ccc2c2c1CCCC2,-9,-5,12,-1,10,-27,8,31,-5,-18,-27
CC1CCc2c(nc3ncnn3c2N2CC(C)OC(C)C2)C1 (configuration not stated),-6,9,-8,4,5,2,-17,-3,-4,0,-9
COc1ccccc1/C=N/NC(=O)C(=O)N1CCN(c2ccccc2OC)CC1,-3,1,-21,-9,9,-15,6,-6,-8,2,2
CCOc1ccc(OC(=O)NC(c2ccccc2)C(Cl)(Cl)Cl)cc1 (configuration not stated),-4,-6,2,-16,0,18,4,1,-4,13,11
O=C(CCC1CCCC1)Nc1ccccc1-c1ccccc1,-11,15,28,7,-12,-8,2,-1,-8,7,-3
Cc1cccnc1NC(=O)CNC(=O)c1ccccc1,-9,12,6,-1,5,-4,13,-4,-7,-5,-4
O=C(COC(=O)c1cc([N+](=O)[O-])ccc1N1CCOCC1)Nc1ccc(Cl)cc1,-1,21,0,14,11,30,21,14,2,7,-26
CCOC(=O)c1nnn(CC(=O)Nc2cccc(F)c2)c1C(=O)OCC,-12,17,-6,-6,2,16,7,30,-10,-19,1
COCCCN(CC(=O)Nc1ccc(F)cc1)S(=O)(=O)c1cccs1,-6,-2,-5,6,11,9,14,-21,-11,-4,-10
COc1ccc(NC(=O)c2ccccc2Oc2ccccc2)c(OC)c1,-2,2,-26,-12,7,11,0,-3,5,-25,10
CC(C)CNC(=O)C1CCCN(C(=O)NCc2ccccc2)C1 (configuration not stated),-30,-1,-4,-3,0,1,9,-1,5,5,-20
c1ccc(CC2CCN(c3nc4ccccc4n4cnnc34)CC2)cc1,-4,-5,18,9,-18,4,-11,-11,-6,21,-3

# These rows are one share of the data; the hit share may differ from the screen's.
